Source: PubChem BioAssay
PAD4 inh: human PAD4 inhibitors, primary screen, biochemical, fluorescence polarization, 1536-well format. recombinant PAD4, RCA probe fluorescence polarization. inhibition, % at 6.36 µM. actives 0.41% (n = 330,000);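 active = percent inhibition above a cutoff equal to the mean of all tested compounds plus 3 SD, cut at about 15% in these data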;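 also: 0% = PAD4 with RCA probe and DMSO and 100% = probe without PAD4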
Target sequence (Q9UM07 whole entry, looked up): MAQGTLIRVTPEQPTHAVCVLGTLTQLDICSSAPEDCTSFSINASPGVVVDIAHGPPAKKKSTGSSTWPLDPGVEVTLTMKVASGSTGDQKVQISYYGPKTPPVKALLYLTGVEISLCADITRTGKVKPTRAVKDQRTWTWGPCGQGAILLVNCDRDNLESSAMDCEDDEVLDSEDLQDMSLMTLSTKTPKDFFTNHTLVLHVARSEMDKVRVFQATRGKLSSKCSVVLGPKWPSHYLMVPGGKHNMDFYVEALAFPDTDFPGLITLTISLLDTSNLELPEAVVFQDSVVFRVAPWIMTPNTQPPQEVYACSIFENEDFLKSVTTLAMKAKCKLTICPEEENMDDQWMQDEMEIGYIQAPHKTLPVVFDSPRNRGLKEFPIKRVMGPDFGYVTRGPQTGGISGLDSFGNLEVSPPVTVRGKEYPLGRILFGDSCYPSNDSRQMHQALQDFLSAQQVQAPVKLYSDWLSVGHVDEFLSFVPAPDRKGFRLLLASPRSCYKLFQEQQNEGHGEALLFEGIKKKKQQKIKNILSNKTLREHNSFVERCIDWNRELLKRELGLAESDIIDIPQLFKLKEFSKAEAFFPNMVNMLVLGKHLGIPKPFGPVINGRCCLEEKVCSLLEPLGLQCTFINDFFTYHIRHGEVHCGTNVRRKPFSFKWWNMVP
Fam108B inh: mouse Fam108B serine hydrolase inhibitors, primary screen, counter-screen for RBBP9 inhibitor project, biochemical, fluorescence polarization; recombinant Fam108B, FP-Rh probe fluorescence polarization; inhibition, % at 9.51 µM; actives 0.33% (n = 300,000);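 active = inhibition above the screen mean inhibition plus 3 SD, computed separately per campaign, cut at about 18% in these data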;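 also: inhibitors lower polarization as less probe binds the enzyme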
LYPLA1 counter: LYPLA1 inhibitors, primary screen, counter-screen for PME1 inhibitor project, biochemical, fluorescence polarization, FP-Rh probe ABPP; Acyl-protein thioesterase 1 (Homo sapiens), O75608; recombinant LYPLA1; inhibition, % at 5.9 µM; actives 0.16% (n = 320,000); AID 2174, 2009;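 active = inhibition above the mean of all tested compounds plus 3 SD, set per campaign, cut at about 14% in these data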;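 also: inhibitors block serine hydrolase probe labeling of LYPLA1 so polarization falls; 0% = enzyme with DMSO and 100% = wells lacking LYPLA1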
Target sequence (O75608 whole entry, looked up): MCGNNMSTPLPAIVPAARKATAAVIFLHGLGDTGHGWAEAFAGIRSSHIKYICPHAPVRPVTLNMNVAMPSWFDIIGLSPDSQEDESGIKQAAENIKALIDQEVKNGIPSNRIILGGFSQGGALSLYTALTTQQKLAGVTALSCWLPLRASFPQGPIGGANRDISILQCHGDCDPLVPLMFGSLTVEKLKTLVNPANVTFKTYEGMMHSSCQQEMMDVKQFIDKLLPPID
pPAFAH FP inh: pPAFAH enzyme inhibitors, primary screen, biochemical, fluorescence polarization, human | recombinant pPAFAH, FP-rhodamine probe fluorescence polarization | AID 463082, 2010 | actives 1.5% (n = 330,000) | inhibition, % at 3.39 µM | Platelet-activating factor acetylhydrolase (Homo sapiens), Q13093;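 active = inhibition above the mean inhibition across the screen plus 3 SD, cut at about 25% in these data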;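 also: inhibitors block binding of the rhodamine activity-based probe so polarization drops; 0% = enzyme with DMSO and 100% = wells lacking pPAFAH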
PAFAH2 FP inh: PAFAH2 enzyme inhibitors, primary screen, biochemical, fluorescence polarization, human; Platelet-activating factor acetylhydrolase 2, cytoplasmic (Homo sapiens), Q99487; recombinant PAFAH2, FP-rhodamine activity probe; inhibition, % at 3.39 µM; actives 0.99% (n = 340,000); AID 492956, 2010;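 active = inhibition above the mean over all tested compounds plus 3 SD, cut at about 30% in these data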;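 also: inhibitors block probe labeling of enzyme so polarization drops; 0% = enzyme with DMSO and 100% = wells lacking PAFAH2 protein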
PAFAH1B2 inh: PAFAH1B2 enzyme inhibitors, primary screen, biochemical, fluorescence polarization, human | inhibition, % at 3.39 µM | AID 492953, 2010 | actives 1.2% (n = 340,000) | Platelet-activating factor acetylhydrolase IB subunit alpha2 (Homo sapiens), P68402 | recombinant PAFAH1B2, FP-rhodamine activity probe;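 active = inhibition above the mean of all tested compounds plus 3 SD, cut at about 24% in these data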;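 also: 0% = enzyme with DMSO and 100% = wells lacking PAFAH1B2; many of its hits are not listed in these tables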
GSTO1 inh: inhibitors of recombinant GSTO1, primary screen, counter-screen for RBBP9 inhibitor project, biochemical, fluorescence polarization | Glutathione S-transferase omega-1 (Homo sapiens), P78417 | actives 1.1% (n = 300,000) | inhibition, % at 5.96 µM | activity-based probe fluorescence polarization;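 active = inhibition above the campaign mean inhibition plus 3 SD, cut at about 35% in these data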;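 also: 0% = GSTO1-1 with DMSO and 100% = wells lacking GSTO1-1 enzyme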
PAFAH1B3 FP inh: PAFAH1B3 enzyme inhibitors, primary screen, biochemical, fluorescence polarization, human | Platelet-activating factor acetylhydrolase IB subunit alpha1 (Homo sapiens), Q15102 | recombinant PAFAH1B3, FP-rhodamine probe | inhibition, % at 3.39 µM | actives 0.28% (n = 340,000) | AID 492972, 2010;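 active = inhibition above the screen-wide average of all tested compounds plus 3 SD, cut at about 25% in these data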;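 also: 0% = enzyme with DMSO only and 100% = wells lacking PAFAH1B3 protein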
PME-1 primary: PME-1 inhibitors via competitive probe labeling, primary screen, biochemical, fluorescence polarization, FP-Rh probe, HTS. Protein phosphatase methylesterase 1 (Homo sapiens), Q9Y570. recombinant PME-1. inhibition, % at 5.9 µM. actives 0.53% (n = 320,000). AID 2130, 2009;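 active = inhibition above the campaign mean of all compounds plus 3 SD, cut at about 26% in these data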;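 also: competitive labeling of PME-1 active site by serine hydrolase directed probe; 0% = PME-1 with DMSO and 100% = wells lacking PME-1 enzyme; inhibitors block probe labeling so polarization falls and inhibition rises; many of its hits are not listed in these tables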
* marks the source's active call; other numbers are inactive results; . = not tested or not shown.

SMILES	PAD4 inh	Fam108B inh	LYPLA1 counter	pPAFAH FP inh	PAFAH2 FP inh	PAFAH1B2 inh	GSTO1 inh	PAFAH1B3 FP inh	PME-1 primary
Cc1ccc(-n2nnnc2SCC(=O)N(CC(C)C)c2c(N)n(CC(C)C)c(=O)[nH]c2=O)cc1	1	3	3	6	3	7	5	3	-1
CCNC(=O)C(=O)N1CCC2(CC1)OCCN2S(=O)(=O)c1ccc(C)cc1	-5	0	0	2	2	-4	-3	7	0
CCC(CC)c1nnc(NC(=O)c2cc([N+](=O)[O-])ccc2N2CCOCC2)s1	1	.	.	-2	0	1	.	12	.
CCC(=O)Nc1ccc(C(=O)CSc2nnc(-c3ccccc3F)n2C2CC2)cc1	3	1	-8	7	7	9	1	0	-1
COC(=O)Nc1ccc(N2CCOCC2)c(S(=O)(=O)N2CCOCC2)c1	-4	1	3	3	1	2	-2	9	7
O=C(CCCN1CCC(O)(c2ccc(Br)cc2)CC1)c1ccc(F)cc1	2	7	2	-2	-5	2	-4	11	9
COc1ccc(C(=O)NCc2nnc(SCC(=O)c3ccccc3)o2)cc1	-1	-4	2	6	-3	14	18	7	-5
O=C(NCCN1CCN(C(=O)c2cccc(Br)c2)CC1)C(=O)Nc1ccc(Br)cc1	-2	3	3	4	5	5	-5	6	4
CCOc1ccccc1NC(=O)COc1coc(CN2CCc3ccccc3C2)cc1=O	0	0	-1	5	10	-1	-3	8	-1
COC(=O)C1=C(O)/C(=C\c2ccc(CNC(=O)C(=O)Nc3ccc(C)c(C)c3)o2)N=C1C	-4	5	-2	17	4	2	13	-8	-4
COc1cc(C(=O)Nc2ccc(S(=O)(=O)Nc3cnc4ccccc4n3)cc2)cc(OC)c1OC	-1	1	-5	1	-6	2	-5	3	7
Cc1cccc(Nc2ncc3c(n2)CC(C)CC3=O)c1 (centres undefined)	-6	4	-1	6	-4	8	3	2	2
Cc1ccccc1OCC(O)CNC1CCCC1 (centres undefined)	-3	2	-4	-8	0	0	3	6	-3
COc1cc(/C=N/NC(=O)c2c(C)nnn2-c2nonc2N)ccc1O	1	0	-4	0	2	-4	-1	-3	-2
Cc1nc(NCCN2CCOCC2)c2nnn(Cc3c(F)cccc3Cl)c2n1	0	-1	0	7	4	1	8	1	3
CN1CCN(C(=O)c2cc3nc(-c4ccco4)cc(C(F)(F)F)n3n2)CC1	-4	4	8	3	-1	4	5	-4	-1
COc1ccc(-c2nnc(SCc3nnc(-c4ccccc4)o3)n2-c2ccccc2)cc1	-1	-3	-2	0	4	1	5	5	3
Cc1nc(NC(=O)CSc2nnc(C)n2CC2CCCO2)sc1C (centres undefined)	0	3	0	-4	0	5	9	3	-3
Cc1ccc(C(=O)NC(C)C2CC3CCC2C3)cc1 (centres undefined)	1	-4	-1	-2	.	.	11	.	-3
Cc1ccc(-c2noc(CN(C(=O)c3ccc4c(c3)OCO4)C(C)C)n2)cc1	-4	-3	-1	3	16	2	4	5	-3
COc1ccc(O)c(C(=O)c2cnc3nc4ccccc4n3c2)c1	-8	7	-1	6	-4	-8	9	-1	0
CC(=O)N1CCc2cc(S(=O)(=O)NCC(=O)NCc3ccc(F)cc3)ccc21	1	1	-5	0	1	0	2	1	1
O=C(C1CCCN(S(=O)(=O)c2ccccc2)C1)N1CCN(c2ncccn2)CC1 (centres undefined)	-1	5	-1	0	15	-4	2	9	2
Cc1ccccc1N1CCN(Cc2cc3c(cc2[N+](=O)[O-])OCO3)CC1	-6	-2	-5	13	3	6	22	0	-3
COc1ccc(NC(=O)CCCSc2nc(-c3ccco3)cc(C(F)(F)F)n2)cc1OC	3	7	-2	13	6	-5	-8	6	3
COCCCn1c(=S)[nH]c(C)c(C)c1=O	0	4	-3	-1	-4	6	7	9	-5
O=C(c1ccc(=O)[nH]c1)N(Cc1cccs1)C1(C(=O)NC2CCCC2)CCCCC1	-3	-3	2	5	-3	3	-3	2	7
Cc1ccccc1N1C(=O)CC(N2CCC(C(N)=O)CC2)C1=O (centres undefined)	-1	0	3	3	6	2	2	5	0
CC(=O)NC(=S)Nc1ccc2oc(-c3cc(F)c(F)cc3Cl)nc2c1	-6	2	5	-1	-8	0	5	1	2
CCNC(=S)N(CCc1c(C)[nH]c2ccc(Cl)cc12)Cc1ccco1	5	2	-10	20	0	2	-9	11	7
CC(=O)c1nn(-c2cccc(Br)c2)cc1C(=O)c1cccc2ccccc12	4	-11	3	4	-6	-1	1	1	-8
Cc1cccc(NC(=S)NCC(c2ccccc2)N(C)C)c1 (centres undefined)	1	-2	-1	-4	6	4	10	1	-1
CC(C)(C)n1ncc2c(=O)n(CC(=O)N3CCCCC3)cnc21	-1	-3	0	8	-6	-2	3	7	2
COc1ccccc1NC(=O)c1ccc(-c2ccccc2[N+](=O)[O-])o1	4	0	-5	12	3	5	2	-1	0
O=c1[nH]c2ccc(S(=O)(=O)N3CCCCC3)cc2[nH]1	2	-1	-3	0	-2	7	-3	4	1
COc1ccc(-c2nnnn2CCc2ccccc2)cc1	-3	-1	1	3	-5	4	-6	0	2
O=C(Cn1cnc2c(OCc3ccccc3)ncnc21)NCCCn1ccnc1	-1	.	.	5	5	2	.	9	.
CC(=O)Nc1ccc(S(=O)(=O)N2CCN(C(=O)c3cccnc3)CC2)cc1	1	1	0	0	6	3	-2	14	3
Cc1ccc(N=C2NC(=O)/C(=C\c3cccs3)S2)cc1C	-4	-13	-16	19	-1	-6	-16	-19	-23
Cc1cc(=O)oc2cc(NC(=O)CCCC(=O)O)ccc12	-2	3	-1	1	-1	1	11	7	3

The list goes on:
mol	PAD4 inh	Fam108B inh	LYPLA1 counter	pPAFAH FP inh	PAFAH2 FP inh	PAFAH1B2 inh	GSTO1 inh	PAFAH1B3 FP inh	PME-1 primary
Cc1cc(C)c(S(=O)(=O)Nc2ccnc(-c3cccnc3)n2)c(C)c1	-2	2	-1	1	-3	6	-1	1	2
N=c1c2c(-c3ccccc3)c(-c3ccccc3)n(Cc3ccco3)c2ncn1CCCn1ccnc1	0	0	0	1	2	-1	1	5	2
Cc1nn(C)c(C(=O)Nc2ccc(Cn3cccn3)cc2)c1[N+](=O)[O-]	3	-3	-2	4	-5	-1	-4	5	2
CC(=O)Nc1ccc(S(=O)(=O)/N=C2\SCCN2S(=O)(=O)c2ccc(NC(C)=O)cc2)cc1	5	-1	0	3	4	-4	-8	11	8
CC(=O)Oc1c(C)c(C)c2c(c1C)CCC(C)(CCCC(C)CCCC(C)CCCC(C)C)O2 (centres undefined)	-2	-4	-2	6	2	4	-2	6	-2
COc1ccc(CN2CCNC(=O)C2CC(=O)N(C)Cc2ccon2)c(OC)c1 (centres undefined)	-6	1	1	-2	-8	0	-2	1	-5
O=C1CC(/C=C/c2cccnc2)=Nc2ccccc2N1	-4	5	-3	1	-2	-1	16	0	6
COc1c2ccoc2cc2oc(C)cc(=O)c12	0	0	0	2	-2	-4	9	-3	1
N#CCSc1nc2ccccc2o1	-6	5	1	4	5	2	-12	7	0
CCOC(=O)Cc1cc(=O)n2[nH]c(C(C)(C)C)cc2n1	0	-2	4	6	0	2	-6	5	-4
Cc1cc(/C=N/n2cnnc2)c(C)n1-c1ccc(OCc2ccc(Cl)cc2Cl)cc1	-3	-1	4	23	-6	2	-17	-4	-1
CC1Cc2nc(SCC(=O)NCc3ccco3)n(-c3ccccc3)c(=O)c2S1 (centres undefined)	2	3	-2	8	-4	-2	6	5	-2
COc1ccccc1C(=O)OC1CCCN(C)C1 (centres undefined)	-2	0	-2	0	6	-5	-1	-7	4
O=C(Nc1ccc(Nc2ccccc2)cc1)c1c(F)c(F)c(F)c(F)c1F	2	4	-4	1	-5	6	12	7	-3
CCOc1ccccc1NC(=O)c1cc(C(=O)c2cc(OC)ccc2O)coc1=N	1	-2	-4	2	-4	17	2	-8	1
COc1ccc(NC(=O)CC2C(=O)NCCN2C(=O)c2ccc(N(C)C)cc2)cc1 (centres undefined)	0	3	1	8	.	.	-10	.	-1
O=C(Nc1cccc(C(=O)N2CCN(c3ccccc3)CC2)c1)c1ccco1	-4	-2	-5	-10	3	-3	4	-1	-2
CC(=O)C1=C(O)CC(c2ccccc2)CC1=NCCc1c(C)[nH]c2ccccc12 (centres undefined)	-2	2	-1	5	9	8	-4	-4	9

Four entries from above in another layout:
> O=C(Nc1cccc(C(=O)N2CCN(c3ccccc3)CC2)c1)c1ccco1
  PAD4 inh: -4
  Fam108B inh: -2
  LYPLA1 counter: -5
  pPAFAH FP inh: -10
  PAFAH2 FP inh: 3
  PAFAH1B2 inh: -3
  GSTO1 inh: 4
  PAFAH1B3 FP inh: -1
  PME-1 primary: -2
> Cc1cc(C)c(S(=O)(=O)Nc2ccnc(-c3cccnc3)n2)c(C)c1
  PAD4 inh: -2
  Fam108B inh: 2
  LYPLA1 counter: -1
  pPAFAH FP inh: 1
  PAFAH2 FP inh: -3
  PAFAH1B2 inh: 6
  GSTO1 inh: -1
  PAFAH1B3 FP inh: 1
  PME-1 primary: 2
> N=c1c2c(-c3ccccc3)c(-c3ccccc3)n(Cc3ccco3)c2ncn1CCCn1ccnc1
  PAD4 inh: 0
  Fam108B inh: 0
  LYPLA1 counter: 0
  pPAFAH FP inh: 1
  PAFAH2 FP inh: 2
  PAFAH1B2 inh: -1
  GSTO1 inh: 1
  PAFAH1B3 FP inh: 5
  PME-1 primary: 2
> N#CCSc1nc2ccccc2o1
  PAD4 inh: -6
  Fam108B inh: 5
  LYPLA1 counter: 1
  pPAFAH FP inh: 4
  PAFAH2 FP inh: 5
  PAFAH1B2 inh: 2
  GSTO1 inh: -12
  PAFAH1B3 FP inh: 7
  PME-1 primary: 0

Retrieved by structure from above, two records:
mol	PAD4 inh	Fam108B inh	LYPLA1 counter	pPAFAH FP inh	PAFAH2 FP inh	PAFAH1B2 inh	GSTO1 inh	PAFAH1B3 FP inh	PME-1 primary
COc1c2ccoc2cc2oc(C)cc(=O)c12	0	0	0	2	-2	-4	9	-3	1
O=C(Nc1cccc(C(=O)N2CCN(c3ccccc3)CC2)c1)c1ccco1	-4	-2	-5	-10	3	-3	4	-1	-2

Not all compounds are listed; the hit share may differ from the screen's.
